From PubChem BioAssay
H1N1 NS1A inhibition – H1N1 influenza NS1A inhibitors, functional cell based assay (AID 504329). NS1A functional cell-based assay, percent inhibition; higher % means a stronger effect. one-dose inhibition, % at 12.5 µM; IC50 in µM for titrated hits. hit rate 0.3% among 340,000; in the data active = a potency from the dose series; inconclusive = inhibition above about 27% without an active follow-up result; note: strong numbers were not always called active
M. tuberculosis – growth inhibition of non-replicating M. tuberculosis (AID 488890); inhibition, % at 25 µM, or IC50 in µM where a hit was titrated; hit rate 0.39% among 320,000; Mycobacterium tuberculosis non-replicating, growth inhibition; higher % means a stronger effect; in the data active = a potency from the dose series; inconclusive = inhibition mostly from about 82% at the one dose, without a potency; inactive = the rest, 99 in 100 with inhibition below about 76%;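 note: plate controls were DMSO cells for no effect and high antibiotic wells for full effect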
M. tuberculosis HTS – M. tuberculosis growth inhibition, HTS (AID 449762); M. tuberculosis H37Rv growth inhibition, 7H9 media; higher % means a stronger effect; inhibition, % at 25 µM, or IC50 in µM where a hit was titrated; hit rate 0.59% among 330,000; in the data active = a potency from the dose series; inconclusive = inhibition above about 70% without an active follow-up result;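 note: bacterial growth assessed after seven days of incubation; strong numbers were not always called active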
inhibitors of VEEV – inhibitors of VEEV TC-83 cytopathic effect, confirmation, Vero cells (AID 588727); hit rate 0.13% among 350,000; one-dose inhibition, % at 20 µM; IC50 in µM for titrated hits; Vero cells, VEEV TC-83 cytopathic effect inhibition; higher % means a stronger effect; in the data active = a potency from the dose series; inconclusive = inhibition mostly from about 14% at the one dose, without a potency; inactive = the rest, 99 in 100 with inhibition below about 12%; note: strong numbers were not always called active
PhoP GFP inhibition – PhoP regulon inhibitors, Salmonella typhi PhoP promoter GFP reporter, confirmatory (AID 1850); Salmonella Typhi PhoP-promoter GFP reporter, fluorescence, 4 h; higher % means a stronger effect; inhibition, % at 50 µM, or IC50 in µM where a hit was titrated; hit rate 0.33% among 310,000; in the data active = a potency from the dose series; inconclusive = inhibition mostly from about 25% at the one dose, without a potency; inactive = the rest, 99 in 100 with inhibition below about 19%;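 note: 0% = induced wells with vehicle and 100% = uninduced wells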
inhibitors of VEEV 10K pilot screen – second read-out of inhibitors of VEEV, no call of its own (marks repeat the call); inhibition, %; measured here: 10K pilot screen inhibition
The depositor's hits bear a star; i = inactive; u = inconclusive; x = no result given; & = joins results of further samples.

SMILES	H1N1 NS1A inhibition	M. tuberculosis	M. tuberculosis HTS	inhibitors of VEEV	PhoP GFP inhibition	others
N#CC1=C(S)N=C(N)C(c2nc(-c3ccccc3)cs2)C12CCCCC2 (stereo not drawn)	-4%	3%	2%	8.6%	-4%
Cn1c(SCC(=O)Nc2ccc3nc(SCC(=O)N4CCCC4)sc3c2)nnc1-c1ccccc1	x	23%	-6%	x	-31%
COc1ccc(CN2C(=O)C(C)Nc3ncnc(N4CCOCC4)c32)cc1 (stereo not drawn)	5%	6%	-1%	i	x
COc1ccc2c(c1OC)C(=O)O[C@@H]2[C@H]1c2cc3c(cc2CCN1C)OCO3	6%	3%	-1%	0.1%	-15%
Cn1c(=O)c2c(nc(Sc3n[nH]c(N)n3)n2Cc2ccccc2Cl)n(C)c1=O	0%	1%	-6%	1.5%	0%
CN1CCN(C(=S)Nc2ccc(Cl)cc2)CC1	3%	-27%	1%	0.8%	-4%
O=c1c2ccccc2nnn1CSc1ccccc1	-4%	35%	10%	1.4%	-1%
O=C(CCCN1C(=O)c2ccccc2C1=O)NCC1CCCO1 (stereo not drawn)	-1%	7%	12%	0.9%	-9%	inhibitors of VEEV 10K pilot screen=1.0
C=CCSC1=C(C#N)C(c2ccccc2Cl)CC(=O)N1 (stereo not drawn)	0%	-4%	-5%	0.5%	0%
CC(C)CNC(=S)NC(=O)c1ccccc1Cl	-3%	10%	1%	0.1%	-5%
Cc1ccc(CN2[C@@H](CC(C)C)COCCS2(=O)=O)cc1	5%	-7%	4%	3.5%	3%
COc1ccc(C(=O)NCc2ccncc2)cc1S(=O)(=O)N1CCOCC1	-14%	-9%	-7%	1.9%	x
COC(=O)n1c(=O)oc2ccc(S(=O)(=O)N3CCCCC3)cc21	13%	-12%	-6%	0.2%	1%
O=C(NCc1csc(-c2ccccc2)n1)c1ccco1	4%	1%	-2%	1.3%	-1%
O=C(CSc1nnc(Cc2ccccc2)o1)Nc1ccc(N2CCOCC2)cc1	-3%	34%	4%	2.3%	x
CCC(CC)NCCOC(=O)c1ccc([N+](=O)[O-])cc1	-1%	40%	-5%	0.4%	5%
CCOC1=NN(c2ccccc2)C(=O)/C1=C\N(C)C	1%	26%	1%	i	-8%
COc1ccc(CNC(=O)Cn2cc([N+](=O)[O-])nc2C)cc1	6%	-19%	x	4.7%	-7%
Cc1cccc(CN2CCC(CNC(=O)Cn3ncc4c([nH]c5ccccc54)c3=O)CC2)c1	2%	-4%	8%	3.4%	1%
COCCn1c(N)c(C(=O)Nc2sc3c(c2C(=O)OC)CCCC3)c2nc3ccccc3nc21	5%	-8%	4%	9.1%	0%&14%	inhibitors of VEEV 10K pilot screen=6.3
O=C(NCc1nc2ccccc2[nH]1)c1c(F)c(F)c(F)c(F)c1F	5%	2%	4%	1.2%	-14%
COc1ccc(C(=O)NCc2ccc3[nH]c(C)cc3c2)cc1OC	-6%	38%	3%	1.9%	-5%
CC1CCc2sc(NC(=S)NC(=O)c3ccccc3)c(C#N)c2C1 (stereo not drawn)	5%	43%	4%	3.5%	-15%
CCOc1ccccc1C(=O)N/N=C/c1cccc2cccnc12	32µM*	x	32%	3.5%	1%
CSc1nc(NCC(C)O)c2c3c(sc2n1)CN(C)CC3 (stereo not drawn)	2%	-1%	-5%	0.4%	-3%

The list goes on.
SMILES	H1N1 NS1A inhibition	M. tuberculosis	M. tuberculosis HTS	inhibitors of VEEV	PhoP GFP inhibition	others
COc1ccc(NC(=O)[C@H](C)NC(=O)C2CCN(S(=O)(=O)c3ccc(C)cc3)CC2)cc1	10%	4%	-6%	2.2%	1%
O=C(CSc1n[nH]c(-c2ccccc2)n1)Nc1ccc(Br)cn1	-14%	67%	>100µM*	6.0%	-2%
Cc1noc(C)c1CSc1nnc(-c2ccncc2)n1-c1cccc(Cl)c1C	13%	-5%	-7%	7.0%	-13%
O=C(COc1ccc([N+](=O)[O-])cc1Cl)N(C1CCCCC1)C1CCS(=O)(=O)C1 (stereo not drawn)	-6%	x	x	6.7%	x
CC(OC(=O)C1CCC1)C(=O)Nc1cc(Cl)cc(Cl)c1 (stereo not drawn)	-12%	6%	1%	5.1%	-7%
Cn1ncc(C#N)c1/N=C/N(Cc1ccccc1)Cc1ccccc1	-15%	33%	5%	i	-2%
Cc1cc(=O)n2nc(N3CCCC(C(=O)NCCC4=CCCCC4)C3)sc2n1 (stereo not drawn)	3%	12%	-5%	2.0%	5%
Cc1c(C(=O)O)oc2c1ccc1ccccc12	3%	12%	1%	2.3%	0%
N#CCCn1cc(/C=C(\C#N)c2nc3ccccc3s2)c(-c2ccc(F)cc2)n1	2%	3%	0%	9.9%	-4%
O=C(NC1CCCC1)C1CCC(CNS(=O)(=O)c2cccs2)CC1 (stereo not drawn)	-6%	1%	12%	0.6%	-8%
CCOC(=O)c1ccc(NC(=O)CCOc2ccccc2)cc1	2%	66%	u	1.1%	-2%
CN1CCN(C(=O)c2ccc(CNS(=O)(=O)c3ccc(F)c(Cl)c3)cc2)CC1	13%	-5%	2%	5.5%	-2%
O=C(Nc1ccccc1)N1C(=O)C2(OCCO2)c2ccccc21	-10%	-6%	-6%	0.4%	-8%
CCOc1cc(N2CCOCC2)c(OCC)cc1NC(=O)c1ccc(OCc2c(C)noc2C)c(OC)c1	-2%	10%	1%	9.2%	-3%
O=C(Nc1nnc(C2CC2)s1)c1cccc(S(=O)(=O)N2CCc3ccccc32)c1	2%	-16%	-18%	3.2%	-1%
c1ccc2c(-c3cc(C4CCNCC4)[nH]n3)cccc2c1	7%	9%	4%	6.5%	-5%
C=CCSc1ccsc1C(=O)O	15%	-10%	6%	0.7%	-4%
COc1ccnc(Oc2ccc(F)cc2)c1-c1ncn[nH]1	0%	-3%	-2%	0.1%	1%
Cc1cccc(NC(=O)Cc2coc3ccc4ccccc4c23)n1	11%	15%	-13%	9.8%	-9%
CC(=O)C1=C(C)NC(=O)NC1c1ccccc1 (stereo not drawn)	-5%	-13%	-2%	3.2%	-4%
Cc1cc(NC(=O)CCC2CCCCC2)no1	-14%	28%	-6%	0.8%	22%
CCc1nnc(NS(=O)(=O)c2ccc(NC(=S)NC(=O)c3ccc(Br)cc3)cc2)s1	22%	67%	2%	2.4%	-1%
CC(C)NC(=O)C(C)Oc1ccc(S(=O)(=O)NCc2ccc3c(c2)OCO3)cc1 (stereo not drawn)	-3%	13%	-9%	1.0%	-5%
CCOC(=O)Cc1nnn(CC(=O)OCC)n1	1%	-5%	0%	0.1%	0%
CCOc1ccc(/C=C2\SC(=S)N(N3C(=O)C4CC4C3=O)C2=O)cc1 (stereo not drawn)	1%	38%	-8%	0.9%	-2%

The list goes on; the last 5 above are carried over.
SMILES	H1N1 NS1A inhibition	M. tuberculosis	M. tuberculosis HTS	inhibitors of VEEV	PhoP GFP inhibition	others
Cc1cc(NC(=O)CCC2CCCCC2)no1	-14%	28%	-6%	0.8%	22%
CCc1nnc(NS(=O)(=O)c2ccc(NC(=S)NC(=O)c3ccc(Br)cc3)cc2)s1	22%	67%	2%	2.4%	-1%
CC(C)NC(=O)C(C)Oc1ccc(S(=O)(=O)NCc2ccc3c(c2)OCO3)cc1 (stereo not drawn)	-3%	13%	-9%	1.0%	-5%
CCOC(=O)Cc1nnn(CC(=O)OCC)n1	1%	-5%	0%	0.1%	0%
CCOc1ccc(/C=C2\SC(=S)N(N3C(=O)C4CC4C3=O)C2=O)cc1 (stereo not drawn)	1%	38%	-8%	0.9%	-2%
N#C/C(C(=O)c1ccccc1)=C1/CCCCCN1	16%	2%	-5%	0.4%	6%
COc1ccc(N(CC(=O)NCCSc2ccccc2)S(C)(=O)=O)cc1	10%	-13%	-9%	1.0%	-9%	inhibitors of VEEV 10K pilot screen=0.9
COc1ccccc1N1CCN(C(=O)Nc2ccc(F)c(Cl)c2)CC1	-4%	15%	14%	1.4%	0%
Cc1cnc(C(=O)OC(C(=O)c2c[nH]c3ccccc23)c2ccccc2)cn1 (stereo not drawn)	-8%	7%	-1%	4.1%	-1%
CCOC(=O)c1ccc(NC=C2C(=O)OC3(CCCCC3)OC2=O)cc1	-5%	47%	u	i	-1%
CCOc1ccccc1/C=N/NC(=O)CNC(=O)c1ccc(S(=O)(=O)N2CCOCC2)cc1	8%	-4%	21%	3.9%	2%
C/C=C/C=C/C(=O)O	-20%	-9%	-5%	i	x
C=CCNc1nc(N)c([N+](=O)[O-])c(NCc2ccccc2)n1	21%	-3%	1%	0.6%	4%
Cc1nc2scc(C)n2c(=O)c1S(=O)(=O)NC(C)c1ccccc1 (stereo not drawn)	-5%	1%	4%	0.6%	5%
O=C(N/N=C/c1cc2c(cc1Cl)OCO2)c1cccc(Br)c1	18%	-12%	4%	6.8%	0%
Cc1cc(OCC(=O)NC2CCN(Cc3ccccc3)CC2)c2c(C)cc(=O)oc2c1	13%	6%	-1%	1.0%	2%
NC(=O)c1ccc(NC(=O)CN2CCOCC2)cc1	-10%	x	-2%	0.0%	-3%
CCOC(=O)c1ccc(-n2c(=O)[nH]c3ccccc3c2=O)cc1	7%	-5%	-5%	1.1%	1%
CC(=O)Oc1ccc(NC(=O)C2CCCCC2)c(C(=O)O)c1	-3%	6%	2%	i	6%	inhibitors of VEEV 10K pilot screen=1.0
CC1=NN(c2cccc(Cl)c2)C(=O)C1	-3%	1%	-1%	1.9%	-1%
O=C(Nc1ccc(Cl)cc1)c1nc[nH]c1C(=O)NCCCNC(=O)c1[nH]cnc1C(=O)Nc1ccc(Cl)cc1	x	-5%	9%	x	x
COc1ccccc1CNC(=O)C1CCN(S(=O)(=O)c2ccc3c(c2)C(C)(C)C(=O)N3C)CC1	-1%	-1%	-3%	2.6%	-14%
Cc1cc2c([nH]c3ccccc32)c2c1OC(C)(C)C=C2	1%	-7%	5%	1.4%	12%
COc1cc(OC)cc(C(=O)NC2CCN(CCCOc3ccccc3)CC2)c1	-4%	-4%	7%	i	-3%
Cc1ccc(-c2cc(-c3ccccc3)no2)c(O)c1	3%	-3%	5%	1.2%	-6%
CCOc1ccc2cc(C(=O)NCc3ccccc3)c(=N)oc2c1	-1%	u	12%	0.1%	4%
Cc1cc(F)ccc1S(=O)(=O)N1CCCOC1CNC(=O)C(=O)NCCN1CCOCC1 (stereo not drawn)	-2%	-10%	-13%	3.8%	-6%
COC(=O)C1=C(N)OC2=C(C(=O)CC(C)(C)C2)C1c1cc2c(cc1Cl)OCO2 (stereo not drawn)	0%	u	8%	0.4%	8%
CN(c1ccccc1)S(=O)(=O)c1ccc(NC(=O)C2CC2)cc1	-1%	7%	-1%	1.7%	10%
O=C(O)c1ccccc1NS(=O)(=O)c1cccc(-n2sc3ccccc3c2=O)c1	1%	7%	24%	13%	-13%

Continuation.
SMILES	H1N1 NS1A inhibition	M. tuberculosis	M. tuberculosis HTS	inhibitors of VEEV	PhoP GFP inhibition	others
CCOc1cccc2sc(N(CCCN(C)C)C(=O)Cc3ccccc3)nc12	10%	20%	2%	0.2%	7%
CC(=O)C[C@@H](O)CC(=O)[C@@H]1OC(=O)CCCCCCCCc2ccccc21	-12%	-3%	1%	0.9%	x
O=C(CCC(=O)N1C[C@H]2C[C@@H](C1)c1cccc(=O)n1C2)NCc1ccccc1C(F)(F)F	4%	4%	-8%	i	x
CO/N=C(\Cn1ncc(N2CCOCC2)c(Br)c1=O)c1ccc(Cl)cc1	10%	-4%	-12%	1.1%	-3%
Cc1cc2c(c(=O)n1CC1CCCO1)C(c1ccco1)C(C#N)=C(N)O2 (stereo not drawn)	-12%	-4%	-7%	2.0%	2%
Cc1ccc(S(=O)(=O)N2CCOCC2)cc1NC(=O)CNc1ccccc1N1CCCC1=O	-1%	x	x	1.2%	x
Clc1ccc2nc(CSCc3ccccc3)cn2c1	3%	61%	-4%	1.5%	1%
O=C(NN1CCOCC1)c1cc(Cl)ccc1Cl	-2%	-1%	-3%	1.0%	-8%
CC(C(=O)N1CCc2ccccc21)N1CCc2ccccc2C1 (stereo not drawn)	10%	41%	-14%	4.2%	-4%
COc1ccc(/C=N/NC(=O)CCn2c3ccccc3c3ccccc32)cc1OC	3%	17%	2%	4.3%	-6%
Cc1ccc(S(=O)(=O)CCC(=O)N2CCN(c3ccc(Cl)cc3)CC2)cc1	27%	53%	-10%	3.2%	-2%	inhibitors of VEEV 10K pilot screen=0.2
CC(C)C(=O)NC(=S)Nc1c(Cl)ccc2nsnc12	-5%	15%	-3%	i	15%
CCOc1cc(-c2nc3n(c(=O)c2C#N)CCS3)ccc1O	19%	11%	4%	1.0%	1%
Cc1cc2cc(CNC(=O)c3cc4ccccc4o3)ccc2n1C	x	u	u	x	0%
Cc1ccc(Nc2ncnc3c2cnn3C)c(C)c1	-6%	8%	1%	i	-4%
O=C(NCCN1CCOCC1)c1ccc(Cl)c([N+](=O)[O-])c1	0%	-22%	6%	1.0%	-9%
